# Screening data deposited in PubChem BioAssay by several laboratories.
# PABP1 MLLE inh: blocks PAM2 peptide binding to the PABP1 MLLE domain; P11940; GST-MLLE / FITC-PAM2 fluorescence polarization; inhibition, % at 20 µM; 360,000 compounds, 0.36% hits; AID 588489; in the data active means inhibition above about 35%, passing the limit was not always enough;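 further: plate controls were DMSO wells with GST-MLLE for no effect and wells lacking GST-MLLE protein for full effect; some results filed as inactive read as strong as hits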
# MsrA act: bovine methionine sulfoxide reductase A activation; 360,000 compounds, 0.3% hits; activation, % at 10.6 µM; purified bovine MsrA, absorbance read-out; AID 602163; in the data active means activation above about 7.5%;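 further: 0% = vehicle and 100% = reference activator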
# eLon inh: E. coli protease La inhibition. purified E. coli Lon protease, fluorescence polarization. inhibition, % at 7.94 µM. 360,000 compounds, 0.42% hits. AID 602123; in the data active means inhibition above about 13%, passing the limit was not always enough;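 further: 0% = enzyme with probe and DMSO and 100% = no enzyme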
# SKN-1 inh: inhibitors of C. elegans SKN-1; C. elegans VP596 Pgst-4::GFP/RFP ratio, acrylamide-induced, 24 h; inhibition, % at 21.8 µM; 360,000 compounds, 0.49% hits;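 active means interference check ratio from 0.5 to 1.5 plus GFP to RFP signal ratio inhibition reaching or exceeding a fixed threshold, cut at about 30% in these data, passing the limit was not always enough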; further: some compounds called inactive have numbers as strong as hits
# FAS TE block: inhibitors of human fatty acid synthase thioesterase domain; P49327; recombinant FAS-TE, OMFH fluorogenic substrate, fluorescence endpoint; inhibition, % at 15 µM; 360,000 compounds, 0.67% hits; AID 602261;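 active means compounds whose normalised, plate-corrected inhibition of enzyme fluorescence in the single-dose primary screen is 50% or more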;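 further: 0% = DMSO with enzyme and 100% = substrate without enzyme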
# Rin1 Abl inh: human Rin1-Abl interaction inhibition. TR-FRET Rin1/Abl binding, biochemical. AID 588664. 360,000 compounds, 0.4% hits. inhibition, % at 7.35 µM. P00519+Q13671; in the data active means inhibition above about 5%, passing the limit was not always enough
# Target sequence (P00519 whole entry, looked up): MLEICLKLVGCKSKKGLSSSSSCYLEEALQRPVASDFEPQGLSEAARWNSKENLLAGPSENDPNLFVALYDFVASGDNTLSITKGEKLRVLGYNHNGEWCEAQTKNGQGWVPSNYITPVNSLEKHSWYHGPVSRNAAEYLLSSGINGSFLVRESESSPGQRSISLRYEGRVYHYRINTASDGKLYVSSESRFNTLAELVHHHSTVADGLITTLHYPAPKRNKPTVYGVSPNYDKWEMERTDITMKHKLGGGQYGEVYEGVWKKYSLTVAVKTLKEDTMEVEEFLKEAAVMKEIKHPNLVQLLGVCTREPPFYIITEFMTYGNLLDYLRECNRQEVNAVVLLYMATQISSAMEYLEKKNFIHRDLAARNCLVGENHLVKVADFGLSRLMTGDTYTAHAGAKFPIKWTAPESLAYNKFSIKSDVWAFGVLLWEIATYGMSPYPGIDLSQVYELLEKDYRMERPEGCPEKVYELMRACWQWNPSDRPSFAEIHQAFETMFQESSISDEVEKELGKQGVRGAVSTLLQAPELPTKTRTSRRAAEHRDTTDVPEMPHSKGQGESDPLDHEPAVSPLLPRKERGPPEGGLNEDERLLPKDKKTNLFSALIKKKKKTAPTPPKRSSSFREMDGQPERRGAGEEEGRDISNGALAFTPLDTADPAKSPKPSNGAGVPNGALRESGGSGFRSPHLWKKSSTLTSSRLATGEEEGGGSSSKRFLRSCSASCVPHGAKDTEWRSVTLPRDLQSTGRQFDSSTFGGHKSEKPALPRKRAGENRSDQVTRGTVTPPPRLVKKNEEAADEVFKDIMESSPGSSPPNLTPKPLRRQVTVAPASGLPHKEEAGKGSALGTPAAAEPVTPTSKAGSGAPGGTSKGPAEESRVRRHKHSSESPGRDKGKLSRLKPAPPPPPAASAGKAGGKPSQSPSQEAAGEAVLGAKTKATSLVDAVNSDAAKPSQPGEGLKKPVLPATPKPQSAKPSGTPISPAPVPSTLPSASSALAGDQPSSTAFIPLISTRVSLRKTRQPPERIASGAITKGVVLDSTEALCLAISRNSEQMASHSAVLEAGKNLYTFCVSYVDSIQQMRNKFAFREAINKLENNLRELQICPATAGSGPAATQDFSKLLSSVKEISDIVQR
# Target sequence (Q13671 whole entry, looked up): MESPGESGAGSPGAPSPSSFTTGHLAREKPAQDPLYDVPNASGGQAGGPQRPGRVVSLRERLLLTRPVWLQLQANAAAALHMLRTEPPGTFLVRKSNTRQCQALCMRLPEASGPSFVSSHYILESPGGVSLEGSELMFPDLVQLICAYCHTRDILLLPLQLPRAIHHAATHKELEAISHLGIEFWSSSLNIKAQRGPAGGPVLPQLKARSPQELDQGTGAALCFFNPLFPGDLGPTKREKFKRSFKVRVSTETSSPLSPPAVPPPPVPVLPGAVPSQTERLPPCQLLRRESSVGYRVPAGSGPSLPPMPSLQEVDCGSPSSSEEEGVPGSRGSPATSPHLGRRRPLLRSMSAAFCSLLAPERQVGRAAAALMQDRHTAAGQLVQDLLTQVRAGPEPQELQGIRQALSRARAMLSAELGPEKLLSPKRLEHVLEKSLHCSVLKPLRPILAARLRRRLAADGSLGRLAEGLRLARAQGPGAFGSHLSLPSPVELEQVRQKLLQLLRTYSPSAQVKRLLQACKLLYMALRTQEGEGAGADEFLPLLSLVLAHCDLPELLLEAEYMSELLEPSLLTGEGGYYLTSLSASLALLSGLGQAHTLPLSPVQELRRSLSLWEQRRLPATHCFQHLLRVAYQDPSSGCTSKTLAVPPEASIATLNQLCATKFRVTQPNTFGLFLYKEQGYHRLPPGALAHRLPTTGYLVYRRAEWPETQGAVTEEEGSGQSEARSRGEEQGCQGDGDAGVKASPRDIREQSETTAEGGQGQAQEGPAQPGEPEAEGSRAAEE
# MT1-MMP act inh: MT1-MMP (human) activation inhibition; P50281; HT1080 RFP-PRO-GFP cells, GFP/RFP ratio fluorescence, overnight; percent of plate control window, DMSO zero; GFP/RFP ratio change, % at 20 µM; 360,000 compounds, 0.061% hits;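 active means GFP/RFP ratio change of at least 30% with cell ATP level not reduced by more than half and red fluorescence within 50% of control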; further: strong numbers were not always called active
#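 Assay system: RFP-PRO-GFP reporter HT1080 cells; read-out basis: GFP/RFP fluorescence ratio; benchmarks: DMSO wells and RFP-L50D-GFP cells; doses: 20 µM single dose, 1% DMSO; schedule: overnight cell settling, then overnight compound exposure, 37 °C, 5% CO2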
# CendR NRP1 mod: modulators of CendR peptide binding to human neuropilin-1. 360,000 compounds, 0.85% hits. AID 602438. FAM-RPARPAR peptide binding to NRP-1, fluorescence polarization. inhibition, % at 25 µM;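 active means inhibition or corrected inhibition above about 18%, plus a signal ratio from 0.5 to 1.5, limit read from the data, passing the limit was not always enough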; further: strong numbers were not always called active
# Neddyl block: inhibitors of human cullin neddylation; calls only at 25 µM; P61081+Q13564; TR-FRET cullin neddylation, biochemical; 360,000 compounds, 0.58% hits; in the data active means inhibition above about 36%
# * = called active by the depositor; i = inactive; . = not tested or not shown. Hits appear at their usual frequency, and some 4% of all compounds hit somewhere here.
SMILES,PABP1 MLLE inh,MsrA act,eLon inh,SKN-1 inh,FAS TE block,Rin1 Abl inh,MT1-MMP act inh,CendR NRP1 mod,Neddyl block
O=C(COC(=O)c1ccc(S(=O)(=O)N2CCCC2)cc1)Nc1ccc(N2CCOCC2)cc1,-44,-2,9,6,1,-2,1,7,i
Cc1cc(C(=O)COC(=O)C(C)NC(N)=O)c(C)n1Cc1ccco1 (configuration not stated),4,-10,7,-15,-3,2,-3,6,i
CCN(CC)C(=O)CSc1ncnc2c1nnn2-c1ccc(F)cc1,20,1,4,-22,-3,6,4,3,i
CCOC(=O)c1c(-c2ccc(OC)cc2)oc2c1C(OC(C)=O)CCC2 (configuration not stated),.,-3,3,12,15,.,3,22,.
O=C(COc1nc2ccccc2nc1N1CCOCC1)N1CCc2ccccc21,-35,-13,-3,-9,-8,0,-4,-48,i
O=C(O)c1cc([N+](=O)[O-])ccc1Oc1ccccc1,-12,-3,-4,4,-3,4,2,26*,i
CCCOc1ccc(C(=O)Nc2ccc(S(=O)(=O)Nc3onc(C)c3C)cc2)cc1,1,-15,0,-16,-9,7,-2,-7,i
O=C(NCc1ccccc1)C1C(=O)Nc2ccccc2C(=O)N1c1ccc2c(c1)OCCO2 (configuration not stated),.,.,.,-4,.,.,-5,8,i
CCOC(=O)C1=C(C)NC(=O)NC1/C=C\c1ccccc1 (configuration not stated),-2,0,2,-5,-2,-2,3,-1,i
CCN(C(=O)CSc1cccc[n+]1[O-])c1ccccc1,-2,-3,10,4,-8,4,-7,-3,i
CC1(C)Cc2cccc(OCC(=O)NCc3ccc(F)cc3)c2O1,0,-2,-1,11,-2,-3,-2,22,i
O=C1CCN(C(=O)Cc2ccccc2)c2ccccc21,6,0,-10,16,-5,-3,-2,2,.
CN(c1ccc(C(=O)N2CCCCC2)cc1)S(=O)(=O)c1cccs1,3,-2,1,19,-6,-1,-2,5,i
CNc1nc2c(c(=O)n(C)c(=O)n2C)n1CCCc1ccccc1,-3,-2,-6,-1,-3,0,-1,0,i
C=CCN1C2CCCC1CC(NC(=S)Nc1cccc(OC)c1)C2 (configuration not stated),7,-4,-10,3,-2,2,0,1,i
CCOC(=O)N/N=C\c1sccc1C,1,-1,-1,-9,-6,-3,3,1,i
COc1cc(C(=O)NCCC2=CCCCC2)cc(OC)c1OC,-2,-2,-8,4,-4,0,5,-2,i
O=C(NNC(=O)c1cc(-c2ccccc2)nc2ccccc12)Nc1cccc(Cl)c1,12,-6,-11,18,24,2,1,-1,i
COc1ccc(C(=O)NC2CC2)cc1OC1CCN(Cc2ccc(F)cc2F)CC1,-7,-1,-1,15,-2,-2,1,18,i
O=C(O)c1ccccc1-c1ccc([N+](=O)[O-])cc1Cl,-4,-11,3,13,-5,4,-6,3,i
CS(=O)(=O)N(CC(=O)Nc1ccc2c(c1)OCO2)c1ccc2c(c1)OCO2,-5,-2,5,22,-6,1,3,-7,i
NC(=O)c1nsc(C(=O)N(CC(=O)NCc2ccc3c(c2)OCO3)C2CCCCC2)c1N,-1,-1,-6,-1,8,0,2,2,i
Cc1ccc(-c2nn(-c3ccc(F)cc3)cc2C(=O)N2CCN(C3CCS(=O)(=O)C3)CC2)cc1 (configuration not stated),6,-4,0,6,1,4,0,-3,i
Cc1ccc(C)c(N2CCN(S(=O)(=O)c3ccc4c(c3)NC(=O)CS4)CC2)c1,4,-2,7,1,19,-1,-21,0,i
O=C(O)c1ccc(N2C(=O)CSC2=S)cc1,32,-7,-3,1,-7,-1,14,-6,i

# Other results follow.
SMILES,PABP1 MLLE inh,MsrA act,eLon inh,SKN-1 inh,FAS TE block,Rin1 Abl inh,MT1-MMP act inh,CendR NRP1 mod,Neddyl block
O=C(NNC(=O)C1[C@H]2CCCC[C@@H]12)NC1CCCCC1 (some centres not stated),-4,-5,-17,-7,-8,4,0,2,i
Cc1c(Br)c([N+](=O)[O-])nn1CC(=O)c1ccccc1,3,-2,6,7,-1,0,5,2,i
CCc1ccc2c(c1)C(=O)C(=O)N2CCS(=O)(=O)c1ccccc1,-9,-2,12,2,0,-3,1,-2,i
N#CC1=C(N)Oc2c(oc(CO)cc2=O)C1c1cccs1 (configuration not stated),5,-8,-5,-11,-8,0,-3,3,i
O=C(c1ccc2c(c1)OCO2)N1CCC2(CC1)Oc1ccc(F)cc1C(=O)C21CC(c2ccc(Cl)cc2)=NO1 (configuration not stated),14,-1,-13,-6,31,3,2,14,i
COC(=O)c1cc(-c2c(C)oc3cc(O)ccc3c2=O)c(C)o1,3,-1,-6,10,-6,2,2,-3,.
Cc1ccc(C(=O)N/C(=C/c2cccnc2)C(=O)O)cc1,13,-3,6,8,-8,-5,0,1,i
Cc1cc2oc(=O)cc(-c3ccccc3)c2c(C)c1-c1ccc(C(F)(F)F)cc1,-3,-11,-16,-18,26,-1,0,-5,i
CC(=O)c1ccc(OCc2cc(C(=O)N3CC4C[C@@H]5CC3C[C@H](C4)C5)no2)cc1,13,-1,-2,10,8,-2,1,3,i
CN(C)CC(C)(C)CNS(=O)(=O)CC12CCC(CC1=O)C2(C)C (configuration not stated),-4,-7,3,-6,-9,1,-6,24,i
Cc1ccc(C(=O)N2CCC(C)CC2)cc1S(=O)(=O)N1CCCCC1,-8,-8,-4,11,-2,0,2,-4,i
CCC(Sc1nc2n[nH]c(C)c2c(=N)n1-c1cc(Cl)ccc1C)C(=O)N1CCOCC1 (configuration not stated),11,2,-7,31,-3,2,-1,6,i
COc1ccccc1-n1c(=O)[nH]c2c(C(N)=O)nc(C3CCCCC3)nc21,-4,-5,3,1,12,0,8,-2,i
CCc1c(C)sc(NC(=O)c2ccco2)c1C#N,8,-8,0,-9,-3,-2,-5,-22,i
Cc1cccc(NC(=O)CS(=O)(=O)c2cn(CC(=O)N3CCOCC3)c3ccccc23)c1,5,-3,-5,-4,-8,-3,-1,1,i
COc1ccc(NC(=S)NC2CC3CCC2C3)c(OC)c1 (configuration not stated),-27,1,3,29,3,1,1,6,i
COc1ccc(NC(=O)c2sc3nc(C)nc(N4CCN(c5ccccn5)CC4)c3c2C)c(OC)c1,-16,-2,-10,-24,34,1,0,-1,.
Cc1ccccc1OCC(=O)N/N=C1\SCC(=O)N1Cc1ccccc1,6,-2,1,3,-5,2,1,-4,i
Cc1c(Cl)cccc1NC(=S)Nn1cnnc1,32,-9,4,-1,-4,3,3,-12,i
O=C(CSc1nnc(-c2n[nH]c3ccccc23)n1-c1ccccc1)Nc1ccccc1Cl,-4,-1,-9,4,11,0,-3,8,i
COc1ccccc1NC(=O)N1CCCC1C(=O)Nc1ccc(NC(C)=O)cc1 (configuration not stated),3,0,-8,8,-4,3,2,14,i
NC(=S)NN=Cc1cc(-c2cccc(N)c2)ccn1,-1,-1,0,-3,2,11*,2,-6,i
COc1cc(/C=C(\C#N)C(=O)N2CCCCC2)ccc1O,5,0,-7,12,-5,0,-1,0,i
O=C(Nc1ccc(Cl)cc1)NC1CCCC1Cc1ccco1 (configuration not stated),-16,-13,-8,-20,9,8.4*,-10,-6,i
Cc1cc(C(=O)Nc2cccc3c2O[C@@H](CN(C)S(C)(=O)=O)[C@H](C)CN([C@@H](C)CO)C3=O)n(C)n1,5,-5,1,-10,-16,-3,1,-6,i

# Next entries.
SMILES,PABP1 MLLE inh,MsrA act,eLon inh,SKN-1 inh,FAS TE block,Rin1 Abl inh,MT1-MMP act inh,CendR NRP1 mod,Neddyl block
O=C(Nc1nnc(-c2ccc(F)cc2)o1)c1ccc(S(=O)(=O)N2CCOCC2)cc1,-8,-3,-7,13,1,3,-1,-4,i
O=C1NCCc2onc(-c3ccc(Br)cc3)c21,9,-11,-20,-4,-2,2,6,-9,i
NS(=O)(=O)c1ccc(NC(=S)NCc2ccccc2Cl)cc1,15,-1,-6,14,-3,0,-2,-5,i
COc1ccc(OCCCC(=O)Nc2nnc(C3CCCO3)s2)cc1 (configuration not stated),-8,0,-2,1,-3,2,3,2,i
CCc1ccc2[nH]c3nc(N/N=C/c4cccc(O)c4)nnc3c2c1,10,-5,-5,2,-2,-3,1,-5,i
CC(C)CNC(=S)N1CCC(C(=O)c2ccc(F)cc2)CC1,-102,-3,0,-9,0,-1,0,10,i
COc1ccc(NS(=O)(=O)c2cc3c4c(c2)C(C)C(=O)N4CCC3)cc1 (configuration not stated),0,-1,1,15,-2,-2,3,9,i
CCOC(=O)N1CCN(C(=O)CCSc2ccc(Cl)cc2)CC1,3,-2,-15,1,-5,5,0,7,i
CN(C)Cc1c(O)ccc2c(=O)c(-c3ccc(Cl)cc3)coc12,-11,-4,-2,29,0,-3,6,-8,.
CCOC(=O)/C(C(=O)Nc1ccccc1Cl)=C1/NC(C)(C)Cc2ccccc21,14,-3,4,9,26,2,2,-1,i
CCNc1nc(NCC)n2c(SCC(=O)c3ccccc3Cl)nnc2n1,-95,-3,-2,-12,1,2,3,-2,i

# 3 entries out of the list above, ordered by their value in MT1-MMP act inh, ascending:
structure | MT1-MMP act inh
O=C(COc1nc2ccccc2nc1N1CCOCC1)N1CCc2ccccc21 | -4
CCCOc1ccc(C(=O)Nc2ccc(S(=O)(=O)Nc3onc(C)c3C)cc2)cc1 | -2
O=C(O)c1cc([N+](=O)[O-])ccc1Oc1ccccc1 | 2

# Marked active in Rin1 Abl inh (from the list above):
canonical_smiles	PABP1 MLLE inh	MsrA act	eLon inh	SKN-1 inh	Rin1 Abl inh	MT1-MMP act inh	CendR NRP1 mod	Neddyl block
NC(=S)NN=Cc1cc(-c2cccc(N)c2)ccn1	-1	-1	0	-3	11*	2	-6	i
O=C(Nc1ccc(Cl)cc1)NC1CCCC1Cc1ccco1 (configuration not stated)	-16	-13	-8	-20	8.4*	-10	-6	i

# In another format: results already given.
canonical_smiles: O=C1NCCc2onc(-c3ccc(Br)cc3)c21
  PABP1 MLLE inh = 9	MsrA act = -11	eLon inh = -20	SKN-1 inh = -4	FAS TE block = -2	Rin1 Abl inh = 2	MT1-MMP act inh = 6	CendR NRP1 mod = -9	Neddyl block = i

canonical_smiles: NS(=O)(=O)c1ccc(NC(=S)NCc2ccccc2Cl)cc1
  PABP1 MLLE inh = 15	MsrA act = -1	eLon inh = -6	SKN-1 inh = 14	FAS TE block = -3	Rin1 Abl inh = 0	MT1-MMP act inh = -2	CendR NRP1 mod = -5	Neddyl block = i
